# MITF primary: inhibitors of human MITF; inhibition, % at 2.6 µM; 650,000 compounds, 0.91% hits; O75030; AlphaScreen MITF homodimerization, bead proximity signal; AID 1259374; in the data active = inhibition above about 50%;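 also: 0% = vehicle wells with protein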
# Target sequence (O75030 whole entry, looked up): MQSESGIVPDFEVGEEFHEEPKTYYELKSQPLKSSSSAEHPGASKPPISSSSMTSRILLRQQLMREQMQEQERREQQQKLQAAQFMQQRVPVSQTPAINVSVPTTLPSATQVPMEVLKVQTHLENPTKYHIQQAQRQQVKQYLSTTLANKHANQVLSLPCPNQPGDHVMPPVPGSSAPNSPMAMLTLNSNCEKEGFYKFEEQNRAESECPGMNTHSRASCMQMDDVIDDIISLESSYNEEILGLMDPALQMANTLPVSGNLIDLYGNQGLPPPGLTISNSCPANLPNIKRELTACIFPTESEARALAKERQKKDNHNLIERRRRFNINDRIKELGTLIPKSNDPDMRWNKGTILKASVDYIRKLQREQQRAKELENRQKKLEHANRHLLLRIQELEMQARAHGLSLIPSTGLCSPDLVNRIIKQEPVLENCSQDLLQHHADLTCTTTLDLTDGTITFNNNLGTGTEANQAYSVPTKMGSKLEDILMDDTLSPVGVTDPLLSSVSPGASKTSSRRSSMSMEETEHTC
# TEAD-YAP inh: TEAD-YAP interaction inhibition | HEK-TIYL cells, TEAD-Gal4/YAP UAS-luciferase luminescence | inhibition, % at 9.12 µM | 640,000 compounds, 1.4% hits | AID 1259422; in the data active = inhibition above about 32%;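 also: 0% = median of test compound wells and 100% = reference inhibitor wells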
# FBW7 act: human FBW7 E3 ligase activation, primary screen; AlphaScreen FBW7–phospho-cyclin E peptide binding, activator screen; normalized activity (activation), % at 26.1 µM; 650,000 compounds, 0.13% hits; in the data active = normalized activity above about 1.9%;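 also: purified mutant Fbw7 with reduced substrate affinity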
# GPR151 ag: activators of human GPR151 | AID 1508602 | 650,000 compounds, 1% hits | PathHunter beta-arrestin GPR151 cells, luminescence | activation, % at 11.2 µM | Q8TDV0; in the data active = activation above about 4.9%;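 also: 0% = median of compound wells and 100% = cells with positive control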
# Target sequence (Q8TDV0 whole entry, looked up): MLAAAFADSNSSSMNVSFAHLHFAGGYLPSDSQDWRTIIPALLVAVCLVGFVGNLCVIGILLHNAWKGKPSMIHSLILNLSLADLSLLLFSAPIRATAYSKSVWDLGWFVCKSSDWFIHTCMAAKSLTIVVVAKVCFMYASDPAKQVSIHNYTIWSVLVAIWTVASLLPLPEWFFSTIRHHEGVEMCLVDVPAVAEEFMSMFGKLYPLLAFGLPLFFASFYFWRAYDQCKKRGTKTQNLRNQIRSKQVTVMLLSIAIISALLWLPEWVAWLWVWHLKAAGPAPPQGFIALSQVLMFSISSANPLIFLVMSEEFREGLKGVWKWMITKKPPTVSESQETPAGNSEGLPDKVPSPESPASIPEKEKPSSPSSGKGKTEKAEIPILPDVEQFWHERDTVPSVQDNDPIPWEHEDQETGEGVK
# Starred values were filed as active, the others as inactive; . = no result given; & = joins results of further samples.
SMILES,MITF primary,TEAD-YAP inh,FBW7 act,GPR151 ag
CN1CCN(c2nc3ccc([N+](=O)[O-])cc3s2)CC1,9,-60,-0.1,-1.0
O=c1c2ccccc2nc(-c2ccccc2)n1-c1ccncc1,11,10,0.0,-0.2
CC1CCCC(C)N1C(=O)CN1C2CCC1CC(O)(c1ccco1)C2 (centres undefined),17,4,0.0,-1.0
COc1cccc(C2NCCc3[nH]cnc32)c1 (centres undefined),4,-19,-0.1,-0.4
CCN1CCN(c2ccccc2N)CC1,13,9,1.1,-1.2
CC(C)CCP(=O)(O)c1ccccc1,-26,-2,0.1,-0.8
COc1ccc(Cl)cc1NC(=O)CN1C(=O)CN=C(c2ccccc2)c2ccccc21,-5,12,0.0,-0.5
CCOC(=O)C(O)(c1csc(N)n1)c1c(C)nn(-c2ccc(C)cc2)c1N (centres undefined),2,-14,-0.1,0.5
N=C1c2ccccc2CN1c1ccc2c(c1)OCCO2,-9,-16,0.2,0.8
O=C(Cc1ccccc1)NC(NC(=O)Cc1ccccc1)c1ccc(F)cc1,12,-11,0.6,0.1
C=CCNC(=O)c1c(N)n(CCN2CCOCC2)c2nc3ccccc3nc12,-10,12,0.1,0.4
O=c1[nH]c(=S)[nH]c(O)c1N=Nc1ccc(S(=O)(=O)N2CCc3ccccc32)cc1,10,-8,-0.5,-0.2
O=C1/C(=C/c2cccc(C(F)(F)F)c2)N2CCC1CC2,8,4,0.1,-1.1
Cc1cc(C)[n+](CC(O)CCl)n1CC(O)CCl (centres undefined),-3,4,0.3,0.7
CC1CCC(C(C)C)C(OP(N)(=O)c2ccccc2)C1 (centres undefined),10,7,0.0,0.2
COc1ccc(CN2CCN(C(=O)Cc3ccccc3)CC2)c(OC)c1,42,4,-0.1,-0.3
C=CCOc1ccccc1/C=C/[N+](=O)[O-],-5,-1,0.1,7.3*
O=[N+]([O-])/N=C/Nc1ccc(-c2ccco2)cc1[N+](=O)[O-],-10,6,0.0,-1.2
CCOc1cc(CN2CCN(c3ccc(F)cc3)CC2)ccc1O,29,6,-0.1,-0.9
C=CCOC(=O)C1=C(C)OC(N)=C(C(=O)OC)C12C(=O)N(CC(=O)OC)c1ccccc12 (centres undefined),19,2,-0.1,2.9
O=C1CN=C(c2ccccc2Cl)c2cc(Cl)ccc2N1,26,8,0.1,-0.4
C[C@]12CC[C@H](O)C[C@@H]1CC[C@@H]1[C@@H]2CC[C@]2(C)C(=O)CC[C@@H]12,-1,.,1.0,-0.6
CC12CCC3C(CCC4=C(O)C(=O)CCC43C)C1CCC2=O (centres undefined),1,-7,-0.1,4.1
CCOC(=O)c1c(CN2CCC(C(=O)OCC)(c3ccccc3)CC2)oc2cc(Br)c(OC)cc12,13,8,0.0,-0.5

# For convenience, some entries already given.
SMILES,MITF primary,TEAD-YAP inh,FBW7 act,GPR151 ag
CCOC(=O)C(O)(c1csc(N)n1)c1c(C)nn(-c2ccc(C)cc2)c1N (centres undefined),2,-14,-0.1,0.5
N=C1c2ccccc2CN1c1ccc2c(c1)OCCO2,-9,-16,0.2,0.8
O=C(Cc1ccccc1)NC(NC(=O)Cc1ccccc1)c1ccc(F)cc1,12,-11,0.6,0.1
C=CCNC(=O)c1c(N)n(CCN2CCOCC2)c2nc3ccccc3nc12,-10,12,0.1,0.4
O=c1[nH]c(=S)[nH]c(O)c1N=Nc1ccc(S(=O)(=O)N2CCc3ccccc32)cc1,10,-8,-0.5,-0.2
O=C1/C(=C/c2cccc(C(F)(F)F)c2)N2CCC1CC2,8,4,0.1,-1.1
Cc1cc(C)[n+](CC(O)CCl)n1CC(O)CCl (centres undefined),-3,4,0.3,0.7
CC1CCC(C(C)C)C(OP(N)(=O)c2ccccc2)C1 (centres undefined),10,7,0.0,0.2
COc1ccc(CN2CCN(C(=O)Cc3ccccc3)CC2)c(OC)c1,42,4,-0.1,-0.3
C=CCOc1ccccc1/C=C/[N+](=O)[O-],-5,-1,0.1,7.3*
O=[N+]([O-])/N=C/Nc1ccc(-c2ccco2)cc1[N+](=O)[O-],-10,6,0.0,-1.2
CCOc1cc(CN2CCN(c3ccc(F)cc3)CC2)ccc1O,29,6,-0.1,-0.9
C=CCOC(=O)C1=C(C)OC(N)=C(C(=O)OC)C12C(=O)N(CC(=O)OC)c1ccccc12 (centres undefined),19,2,-0.1,2.9
O=C1CN=C(c2ccccc2Cl)c2cc(Cl)ccc2N1,26,8,0.1,-0.4
C[C@]12CC[C@H](O)C[C@@H]1CC[C@@H]1[C@@H]2CC[C@]2(C)C(=O)CC[C@@H]12,-1,.,1.0,-0.6
CC12CCC3C(CCC4=C(O)C(=O)CCC43C)C1CCC2=O (centres undefined),1,-7,-0.1,4.1
CCOC(=O)c1c(CN2CCC(C(=O)OCC)(c3ccccc3)CC2)oc2cc(Br)c(OC)cc12,13,8,0.0,-0.5

# The listing continues:
SMILES,MITF primary,TEAD-YAP inh,FBW7 act,GPR151 ag
CC1(C)C(C(=O)Nc2cccc([N+](=O)[O-])c2)C1(C)C,-3,-3,-0.1,-0.1
Cc1ccc(NC2=NCCCS2)cc1,12,-3,-0.1,-1.1
O=C1NC(=O)N(c2cccc3ccccc23)C(=O)/C1=C\c1ccc2c(c1)OCO2,8,6,0.2,-0.5
O=S1(=O)N(CCN2CC=C(c3c[nH]c4cc(F)ccc34)CC2)c2cccc3c2N1CCC3,13,9,0.3,-0.1
CC(=O)c1ccc(N2CCN(Cc3cccc(O)c3)CC2)cc1,31,-3,-0.2,0.1
CCN(CC)c1ccc(C=C(C#N)C#N)cc1,5,28,0.5,-0.2
CC(C)CN1C(=O)CC(=O)NC1=S,-6,0,-0.2,1.0
Fc1ccccc1C1NCc2ccccc2-n2cccc21 (centres undefined),23,1,-0.1,-0.4
CCC(=O)O[C@H]1CCC2C3CCC4=CC(=O)CC[C@]4(C)C3CC[C@@]21C (some centres undefined),-4&18,-15,-0.1&0.2,-0.2&1.7
CN1CCN(c2nc3ccccc3o2)CC1,-4,-8,-0.1,1.1
CCOC(=O)C1C2NC(=S)N(c3cccc(Cl)c3)C1(C)Oc1ccc(Cl)cc12 (centres undefined),4,4,-0.4,-0.2
Cn1ccnc1P(=S)(c1nccn1C)N1CCOCC1,-25,7,-0.1,0.3
CN1CCN(c2ccc(C=O)cc2[N+](=O)[O-])CC1,6,7,-0.1,1.1
O=c1c2ccccc2nc(/C=C/c2ccccc2)n1-c1cc(Cl)cc(Cl)c1,6,0,-0.1,-1.3
COc1ccc(C2NCc3ccc4c(c3-n3cccc32)OCO4)cc1OC (centres undefined),0,-15,-0.1,2.0
CCOC(=O)C1(c2csc(N)n2)CCC(=O)O1 (centres undefined),4,5,0.1,0.6
Cc1ccc(OCCSC2=NN2c2cc(C)nc(N)n2)cc1,-2,5,0.0,-1.4
O=C(CNC(=O)c1ccccc1Br)Nc1ccc(Br)cc1C(=O)c1ccccc1,1,6,-0.1,2.2
O=C(COc1ccccc1)N1CCN(Cc2nnnn2-c2ccc(F)cc2)CC1,12,4,0.2,1.8
CC1(C)CN=C(Nc2ccc(OC(F)(F)F)cc2)S1,8,-20,0.0,0.9
O=C(Cc1cccc2ccccc12)N1CCN(Cc2nnnn2-c2ccc(Cl)cc2)CC1,-13,-11,-0.1,-0.3
CCCCCCCCN1C(=O)CC(=O)NC1=S,1,3,0.1,1.7
CCOc1cccc(CNC2CN3CCC2CC3)c1 (centres undefined),-6,4,0.0,6.9*
Cc1o[nH]c(=O)c1C[C@H](N)C(=O)O,10,.,-0.1,1.1

# 2 entries drawn at random from those above:
SMILES,MITF primary,TEAD-YAP inh,FBW7 act,GPR151 ag
Cc1ccc(OCCSC2=NN2c2cc(C)nc(N)n2)cc1,-2,5,0.0,-1.4
O=C(CNC(=O)c1ccccc1Br)Nc1ccc(Br)cc1C(=O)c1ccccc1,1,6,-0.1,2.2

# Further structures follow.
SMILES,MITF primary,TEAD-YAP inh,FBW7 act,GPR151 ag
S=P(N/N=C1\CCSC1)(c1ccccc1)c1ccccc1,11,-8,0.1,-1.3
CCCn1c(C(=O)c2ccccc2OC)nc2ccccc21,18,1,0.9,-1.0
Cn1c(O)c(/C=C2\C=CC=N2)c(=O)[nH]c1=O,14,0,0.1,-0.9
CCOc1ccc(CN2CCNCC2CCO)cc1 (centres undefined),1,5,0.0,-0.7
C=CCN1C(=O)NC(=O)C(CCc2ccccn2)(CCc2ccccn2)C1=O,-4,-2,-0.1,0.6
COc1ccc(CN2CC3CC(C2)c2cccc(=O)n2C3)c(O)c1 (centres undefined),4,-6,0.0,0.9
CCOC(=O)C1=C(N)Oc2cc(C)[nH]c(=O)c2C12C(=O)N(Cc1cccc(C)c1)c1ccccc12 (centres undefined),-3,-6,0.1,-1.4
COc1cc2c(C(=O)N3CCN(C)CC3)c(C)n(C)c2cc1Br,-10,2,-0.1,-0.7
CCN(CC)CCN(C)C(C)Cc1ccccc1F (centres undefined),11,9,0.6,-0.7
COc1ccc(CN2CCN(C(C)C)C(CCO)C2)c(Cl)c1OC (centres undefined),-1,7,-0.2,0.0
CCN(CC)CCOC(=O)C(O)(c1ccccc1)c1ccccc1,-10,1,0.1,-1.8
CC(C)(C)NCC(C)(O)c1ccc(Cl)cc1 (centres undefined),-8,-2,0.1,0.6
CN1CCCC1c1ccc(N)nc1 (centres undefined),-3,6,-0.1,2.5
Cc1cc(OCc2ccc([N+](=O)[O-])cc2)c2c3c(c(=O)oc2c1)CCCC3,1,12,-0.1,1.5
O=c1cccc2n1CC1CC2CN(Cc2ccc3c(c2)OCCO3)C1 (centres undefined),6,2,0.3,0.5
Cc1ccc2onc(CC(=O)N3CCN(Cc4ccc5c(c4)OCO5)CC3)c2c1,7,-15,1.4,0.6
N#CC1(NCCc2ccccc2)CCCCC1,-14,-3,-0.1,-1.1
Cc1ccc2c(c1)c(=O)c1c3n2CCN(CC(N)=O)C3CC1 (centres undefined),21,-9,-0.1,-0.4
NC(Cc1ccc(N(CCCl)CCCl)cc1)C(=O)O (centres undefined),-15,-2,0.0,-1.5
COc1ccc(/C=C/c2nc3ccccc3c(=O)n2-c2ccc(OC)cc2)cc1,-9,5,-0.1,-1.1
O=c1oc2ccccc2c(O)c1C(c1cncs1)c1c(O)c2ccccc2oc1=O,-22,-6,0.0,-0.4
CCN(CC)C(=O)c1ccc(NC(=O)c2cccc(Br)c2)cc1,12,-23,0.1,-3.2
O=c1c2ccccc2nc(/C=C\c2ccccc2F)n1-c1ccc(O)cc1,11,16,0.9,0.7
COc1cc(CC2(CCc3ccncc3)C(=O)N(C)C(=O)N(C)C2=O)cc(OC)c1OC,0,-2,0.8,0.0
O=C(NC(C(Cl)(Cl)Cl)S(=O)(=O)O)c1ccccc1 (centres undefined) (tested in a mixture with another compound),-3,-6,-0.1,1.6
COc1ccc(C(=O)C2CCCN(CCCSC)C2)c(OC)c1 (centres undefined),-6,-3,0.1,-1.2
CC12CN3CC(C)(CN(C1)C3C1CCCC1)C2=O (centres undefined),-5,6,-0.1,-0.3
O=c1oc2ccccc2c(O)c1C(c1ccc(N2CCOCC2)cc1)c1c(O)c2ccccc2oc1=O,3,-12,-0.6,0.2
COc1ccc(CC2C(=O)N(C)C(=O)N(C)C2=O)cc1,1,3,0.0,-0.3
O=C(O)c1ccccc1C(=O)N1CCC2(CC1)OCc1cc(F)ccc1O2,8,3,0.2,0.8
CN1CCCSC1=Nc1ccccc1F,1,-44,0.2,0.2
Cc1nc(-c2ccccc2)sc1CC(=O)N1CCN(C/C=C/c2ccccc2)CC1,11,14,0.1,0.7
Cc1noc(C)c1CC(=O)N1CCCC(N2CCOCC2)C1 (centres undefined),-1,2,0.0,0.8
CCOc1cc(C=C2C(=O)NC(=O)NC2=O)ccc1OS(=O)(=O)c1ccccc1,12,-10,-0.3,1.0
CN1CCN(c2nc(C(F)(F)F)ccc2C#N)CC1,13,-5,-0.1,0.7
COC(=O)CC1=C(C(=O)OC)C2(C(=O)N1)C(C#N)=C(N)Oc1ccccc12 (centres undefined),16,0,0.1,2.4
COc1cccc(C2=NOC(C(=O)N3CCC4(CC3)OCCO4)C2)c1 (centres undefined),-11,-37,-0.2,-2.4
CCOc1ccc(CN(CCc2ccc3c(c2)OCO3)Cc2ccc(C)cc2)cc1,-4,-7,0.5,0.8
ON1C2CCCCC2N(O)C1c1ccco1 (centres undefined),-5,1,-0.2,-0.6
CSc1ccc(/C=C/c2nc3ccccc3c(=O)n2-c2cc(C)cc(C)c2)cc1,4,-7,0.4,-1.2
O=C1C2CCN(CC2)C12CC2c1ccc(C(F)(F)F)cc1 (centres undefined),2,-5,1.1,-0.1
CCC1(C)CC(CCNCc2ccc(N(C)C)cc2)(c2ccc(F)cc2)CCO1 (centres undefined),19,6,-0.6,0.4
COc1ccc(CN2CCN(C)CC2)c(O)c1,8,7,0.6,-1.5
O=C(c1cccc(Cl)c1)C1CCCN(CCO)C1 (centres undefined),2,10,0.2,-2.2
Cc1ccc(OCc2c(C(=O)NC3CC3)c(=O)cc(C)n2CCN2CCOCC2)cc1,5,6,0.0,1.4
CN1CCN(Cc2c[nH]c3ccccc23)CC1,12,5,0.0,-1.2
O=C(Nc1cccnc1)c1cccn(Cc2ccc(Cl)cc2Cl)c1=O,-4,5,0.9,-1.5
O=[N+]([O-])c1ccc(N2CCNCC2)c2cccnc12,7,-13,0.4,-0.6
Cc1c(Cl)cccc1NC1=NCC(C)S1 (centres undefined),-5,14,-0.1,-0.4
O=C(O)C1=CCCN(CCOC(c2ccc(C(F)(F)F)cc2)c2ccc(C(F)(F)F)cc2)C1,-11,.,0.1,0.3
CC(C)Oc1ccc(C2SCC(=O)Nc3c2c(-c2ccccc2)nn3-c2ccccc2)cc1 (centres undefined),-2,2,-0.2,0.4

# Compound activity (PubChem)

# An excerpt, so the mix of outcomes need not match the whole.
